Coupling enz: counter-screen for Giardia aldolase inhibitors: coupling enzyme system; AID 2472; 290,000 tested, 0.67% active; coupling enzyme system counterscreen, AmpLite Red fluorescence; activity change, negative = inhibition, % at 58.2 µM, hits read low; in the data active = activity change below about -30%; note: % is set by controls: 0 for no effect and ±100 for the full control effect
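Counterscreen of the coupled detection system alone, without aldolase: glyceraldehyde-3-phosphate coupling enzymes plus AmpLite Red readout. Compounds at 57.5 uM final, 10 min RT preincubation, 20 min RT reaction, fluorescence 525/598 nm.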
Tb PFK inh: T. brucei PFK enzyme inhibition. O15648. T. brucei PFK, ADP-Glo luminescence. Potency, µM (series often up to 57.5 µM), for inactives: at the highest dose activity, negative = inhibition, usual class: inhibitors. 330,000 tested, 0.17% active. AID 485367;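 note: potency is the fitted concentration of half-maximal effect; 0% = uninhibited 1x PFK enzyme wells and -100% = no-enzyme wells; nearly all actives have a fitted effect of over 60% in size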
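PFK 1.25 nM, F6P 0.5 mM, ATP 0.1 mM, 0.1 M TEA pH 8.0, 5 mM MgCl2, 0.01% Tween20, 0.1% BSA; 45 min RT. ADP-Glo readout. qHTS titration up to 57 uM; curves fitted, compounds curve-classed.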
Giardia kill: kills Giardia lamblia; activity change, % at 7.66 µM, hits read low; Giardia lamblia trophozoite viability; AID 540267; 340,000 tested, 0.15% active; in the data active = activity change below about -80%; inconclusive = between about -30% and that limit;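 note: parasites exposed to compound for two days anaerobically before the ATP read; % is set by controls: 0 for no effect and ±100 for the full control effect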
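ATP-content bioluminescence gauges trophozoite survival. Cells (100/well) receive compound and incubate anaerobically for 48 hrs at 37 deg C; detection reagent follows for 15-30 min at room temperature.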
GALK inh: blocks human galactokinase activity; P51570; Purified GALK, Kinase-Glo residual ATP luminescence; Potency, µM (series often up to 57.5 µM), for inactives: at the top dose activity change, negative = inhibition, most hits filed as inhibitors; 270,000 tested, 0.007% active; note: potency is the fitted concentration of half-maximal effect; % is set by controls: 0 for no effect and ±100 for the full control effect
Target sequence (P51570 whole entry, looked up): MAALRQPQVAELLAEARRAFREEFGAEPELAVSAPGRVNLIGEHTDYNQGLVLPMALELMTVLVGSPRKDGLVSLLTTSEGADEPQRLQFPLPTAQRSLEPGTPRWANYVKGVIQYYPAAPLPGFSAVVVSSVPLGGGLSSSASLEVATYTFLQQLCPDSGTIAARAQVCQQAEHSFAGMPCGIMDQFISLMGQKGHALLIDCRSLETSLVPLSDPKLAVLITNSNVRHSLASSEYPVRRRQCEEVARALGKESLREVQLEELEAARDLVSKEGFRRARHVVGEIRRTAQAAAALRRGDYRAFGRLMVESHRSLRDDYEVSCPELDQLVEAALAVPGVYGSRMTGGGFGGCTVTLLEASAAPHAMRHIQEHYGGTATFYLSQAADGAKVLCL
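The enzyme phosphorylates galactose (100 uM) using ATP (35 uM); inhibition is detected as higher residual ATP, quantified by bioluminescence after 1 h reaction at room temperature, pH 8.0.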
B2AR arrestin: recruits beta-arrestin to the human beta2-adrenergic receptor; P07550; 330,000 tested, 0.02% active; Potency, µM (highest dose often 46.1 µM), for the others: at the top dose activation, hits mostly activators; AID 492947; beta-arrestin recruitment to beta2AR, cell-based reporter;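 note: potency is the fitted concentration of half-maximal effect; 0% = DMSO controls and full agonism = EC100 isoproterenol or metaproterenol; nearly all actives have a fitted effect of over 65% in size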
S-ASM inh: blocks human secretory acid sphingomyelinase. placental ASM, HMU-PC fluorogenic substrate, 60 min. Potency, µM (titrated, usually from 57.5 µM), without a hit: at the highest dose activity change, negative = inhibition, hits mostly inhibitors. 340,000 tested, 0.006% active; note: potency is the fitted concentration of half-maximal effect
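Human placenta-derived ASM preincubated with compound 10 min at room temperature, then reacted with 9 uM (final) fluorogenic HMU-PC substrate for 60 min at 37 C. Stop solution raises pH to 10; fluorescence read at Ex 386/Em 447 nm.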
TSG101-PTAP inh: blocks PTAP/TSG101 interaction to inhibit HIV-1 budding. Potency, µM (top dose mostly 115 µM), for inactives: at the highest dose activity change, negative = inhibition, actives largely listed as inhibitors. Fluorescence polarization, FITC-PTAP peptide / Tsg101 binding. 340,000 tested, under 10 active. Q99816; active = well fitted inhibition curve with a large enough effect in the main read-out, with a control signal flat, not every such curve was filed as active; inconclusive = small, poorly fitted or top-dose-only effect, or effect the other way, or a change in a side signal; inactive = no such curve, though single readings can be large or run the other way; note: potency is the fitted concentration of half-maximal effect; % of control where 0% means no effect
Target sequence (Q99816 whole entry, looked up): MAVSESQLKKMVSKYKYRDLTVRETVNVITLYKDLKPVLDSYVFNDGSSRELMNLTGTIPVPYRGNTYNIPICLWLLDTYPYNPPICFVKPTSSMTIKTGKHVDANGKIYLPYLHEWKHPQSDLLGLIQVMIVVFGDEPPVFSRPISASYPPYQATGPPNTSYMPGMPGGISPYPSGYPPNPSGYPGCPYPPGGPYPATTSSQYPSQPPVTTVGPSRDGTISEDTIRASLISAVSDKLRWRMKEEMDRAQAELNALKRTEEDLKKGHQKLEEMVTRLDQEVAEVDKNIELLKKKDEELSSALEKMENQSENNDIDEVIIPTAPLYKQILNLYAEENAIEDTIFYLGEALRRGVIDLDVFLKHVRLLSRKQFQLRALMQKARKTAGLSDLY
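Fluorescence anisotropy tracks displacement of a FITC-tagged PTAP peptide (50 nM) from the Tsg101 binding domain (10 uM), following a 20 min room-temperature incubation at pH 7.5.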
a7 integrin act: activates integrin-mediated alleviation for muscular dystrophy | alpha7betagal myoblasts, beta-gal FDG fluorescence, 48 h | Potency, µM (series often up to 38.3 µM), for inactives: top-dose activation, usual class: activators | 350,000 tested, 0.064% active | AID 624291;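 note: potency is the fitted concentration of half-maximal effect; 100% = response of the positive control SU9516; nearly all actives have a fitted effect of over 60% in size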
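alpha7betagal+/- myoblasts (passage 13, 250/well) treated 48 h at 37C with compounds at 1:260 dilution of DMSO stock. Lysed, then beta-galactosidase activity read as FDG fluorescence (ex 480/em 540) after 30 min, with pre-read for autofluorescence.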
PKM2 activator: increases activity of human pyruvate kinase M2. P14618. purified PKM2, Kinase-Glo ATP luminescence, activation; response scale: 0% is enzyme alone, no compound. Potency, µM (series often up to 57.5 µM), inactives show at the top dose activation, most hits filed as activators. 260,000 tested, 0.34% active. AID 1631; note: potency is the fitted concentration of half-maximal effect; % is set by controls: 0 for no effect and ±100 for the full control effect; nearly all actives have a fitted effect of over 55% in size
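ATP formation by purified human PK-M2, quantified via coupled luciferase luminescence after 1 h at room temperature with 0.1 mM ADP and 0.5 mM PEP final.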
Menin MLL FP TR: menin-MLL binding inhibition, Texas Red mutant peptide; Menin + Texas Red MLL mutant peptide, fluorescence polarization; 270,000 tested, 0.23% active; AID 1768; O00255; Potency, µM (titrated, usually from 61.6 µM), for inactives: at the highest dose FP activity change, negative = inhibition, most hits filed as inhibitors; active = well fitted inhibition curve with a large enough effect in the polarisation, with a control signal flat, not every such curve was filed as active; inconclusive = small, poorly fitted or top-dose-only effect, or effect the other way, or a change in a side signal; inactive = no such curve, though single readings can be large or run the other way; the % refers to the polarisation; note: potency is the fitted concentration of half-maximal effect; % of control where 0% means no effect; many of its hits are not listed in these tables
BCR signal inh: chronic active BCR signaling inhibition. ABC-DLBCL IkBa-CBG/CBR reporter, luminescence ratio, 4 h. Potency, µM (doses to about 46.1 µM), for the others: at the highest dose ratio change, negative = lower green/red ratio, actives largely listed as inhibitors. 340,000 tested, 0.05% active. AID 493014; active = well fitted inhibition curve with a large enough effect in the signal ratio, with a control signal flat, not every such curve was filed as active; inconclusive = small, poorly fitted or top-dose-only effect, or effect the other way, or a change in a side signal; the % refers to the signal ratio;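 note: potency is the fitted concentration of half-maximal effect; plate controls were basal doxycycline-induced cells for no effect and cells given 10 µM MG132 for full effect; MG132 reads +100%, hits lower the ratio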
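Concentration-response series (up to 46 uM) were applied to TMD8 dual-reporter cells for 4 h at 37C with doxycycline. Green/red ratio, after filter-overlap correction, defined %Activity; red signal alone was normalised to basal cells and zero luminescence.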
Active calls of the source: *; ? = inconclusive; nt = no result given; [ ] = remark or other dose. Unless noted, calls come from the whole dose curve; as a rule, active = well fitted curve in the direction sought with a large enough effect; inconclusive = small, poorly fitted or top-dose-only effect, or another doubt; inactive = no such curve, though single readings can be large; an effect the other way counts as inactive or inconclusive. This is a subset; the hit share may differ from the screen's.

SMILES	Coupling enz	Tb PFK inh	Giardia kill	GALK inh	B2AR arrestin	S-ASM inh	TSG101-PTAP inh	a7 integrin act	PKM2 activator	Menin MLL FP TR	BCR signal inh
CN(C)CCN(C(=O)c1ccc2c(c1)CCCC2)c1nc2cc3c(cc2s1)OCCO3	nt	-15.3%	7.8	-2.4%	0.4%	-5.7%	-1.3%	-21.0%	1.4%	nt	0.2%
O=C(COc1ccc(Cl)cc1)Nc1ccc2[nH]ncc2c1	-0.4	?	-5.1	-3.4%	-0.7%	3.7%	-0.4%	16.2%	-4.6%	-0.1%	-3.0%
CCOCCOC(=O)C1=C(C)N(C)C(=O)NC1c1cc(Cl)c(O)c(OC)c1 (centres undefined)	2.4	-2.9%	10.2	-1.1%	0.0%	5.0%	-5.5%	11.8%	-0.2%	6.1%	-0.3%
CN1C[C@@H]2C[C@@H](C3=Cc4cc(Cl)ccc4OC3)N3CCC[C@@]23C1=O	4.6	0.1%	0.7	5.6%	-0.1%	6.7%	-5.9%	7.4%	0.1%	-19.7%	?
N#C/C(=C\c1c(N2CCN(c3ccccc3)CC2)nc2ccccn2c1=O)C(N)=O	1.6	8.9%	-4.2	0.2%	-0.1%	226.6%[activator]	-1.9%	14.4%	nt	-8.1%	9.4%
Cc1cccc(NC(=S)N(CCCN2CCCC2)Cc2cccn2Cc2ccc(Cl)cc2)c1	1.0	-11.5%	13.0	9.2%	-0.7%	-1.7%	-1.2%	-72.9%[inhibitor]	0.4%	?	?
O=C(CSc1nc2cc(Cl)ccc2o1)N1CCOCC1	5.0	0.1%	-10.9	0.3%	-0.3%	3.5%	-4.8%	-20.7%	-2.9%	-5.7%	-2.9%
COc1ccc(/C=C2\SC(=S)N(C(Cc3ccccc3)C(=O)O)C2=O)cc1 (centres undefined)	10.3	-2.1%	2.9	5.2%	0.1%	-4.7%	-1.4%	-29.7%	-1.2%	?	?
CC(=O)NCC(=O)OC(C(=O)c1ccccc1)c1ccc(Cl)cc1 (centres undefined)	0.8	-2.1%	-16.2	1.6%	0.2%	-1.1%	0.4%	-14.6%	-0.3%	2.6%	5.3%
COc1cccc2cc(C(=O)NCc3ccc(Cl)cc3)c(=O)oc12	4.0	-1.4%	10.6	-3.7%	-0.1%	1.2%	-3.7%	-0.2%	nt	7.0%	7.3%
O=C1OCC2=C1C(c1ccc(Cl)cc1)CC(=O)N2c1ccc(F)cc1 (centres undefined)	3.2	-1.4%	14.4	6.5%	-0.3%	-0.1%	-5.0%	1.5%	-1.0%	-2.6%	5.6%
Cc1cccc(C)c1NC(=O)NCCSc1snnc1C	-0.8	-0.7%	1.9	-0.3%	0.1%	0.3%	-3.6%	29.2%	-8.7%	1.3%	1.1%
Cc1ccc(CN2CCN(Cc3cc4ccccc4o3)CC2CCO)cc1 (centres undefined)	2.3	-7.3%	-13.5	0.0%	0.0%	0.1%	-4.7%	?	0.1%	-15.1%	3.6%
COc1ccc(NC(=S)N/C(=N/CS(=O)(=O)c2ccccc2)c2ccccc2)cc1	-4.4	-2.5%	-5.9	-0.1%	-0.1%	-1.5%	-6.5%	-0.3%	0.8%	20.4%	?
Clc1cccc(-c2noc3ncnc(Nc4ccc5c(c4)OCO5)c23)c1	4.3	-2.9%	17.3	nt	-1.1%	-19.2%	-3.1%	-14.4%	?	7.4%	?
CC1(C)CC(=O)c2cc(C(=O)NCc3ccco3)c(=O)n(-c3ccccc3)c2C1	0.3	-10.7%	8.2	-0.2%	-0.3%	-0.9%	-3.6%	0.0%	14.0%	-14.1%	-2.5%
Cc1nc2ccccc2nc1OCc1ccccc1	-1.5	-1.2%	-17.5	nt	-1.0%	1.7%	-2.8%	8.6%	1.7%	-4.4%	?
CC1(C)CC(=O)C/C(=N\NC(=O)C2CC2c2ccccc2)C1 (centres undefined)	-2.2	-1.3%	8.9	-0.3%	0.0%	2.2%	-0.2%	-18.3%	6.8%	-11.8%	1.4%
N=C(N)Sc1nc(N2CCCCC2)nc(N2CCCCC2)n1	2.4	-23.2%	-7.0	5.4%	-0.7%	4.1%	-2.4%	-0.1%	-10.2%	0.0%	0.3%
Cc1cc(C)c(S(=O)(=O)NCC(=O)NCc2ccco2)c(C)c1	2.3	1.0%	-4.7	-0.8%	-0.1%	-3.5%	-2.3%	-12.4%	-0.5%	4.2%	-4.6%
N#CCC(=O)N/N=C/c1cn(Cc2ccc(Cl)c(Cl)c2)c2ccccc12	1.9	-2.9%	-23.2	-1.7%	-0.5%	0.0%	-0.6%	-15.8%	0.6%	nt	-12.5%
CCSc1nnc(NC(NC(=O)c2ccco2)(C(F)(F)F)C(F)(F)F)s1	1.6	2.1%	1.0	3.3%	0.2%	3.7%	-0.2%	6.0%	5.6%	6.9%	-1.1%
O=c1oc2c3c4c(cc2c(C(F)(F)F)c1CCN1CCOCC1)CCCN4CCC3	-1.6	2.7%	-10.4	-6.9%	-0.3%	8.6%	?	15.9%	1.6%	?	1.0%
COc1ccc(CN(C)C(=O)c2ccc(OCC(=O)Nc3cccc(C(F)(F)F)c3)c(OC)c2)c(OC)c1	nt	3.1%	-7.4	nt	0.1%	-2.5%	-0.8%	-1.9%	nt	nt	?
Cc1ccc(N(C(=O)CNC(=O)c2ccco2)C(C(=O)NC2CCCC2)c2ccncc2)cc1 (centres undefined)	-1.3	2.1%	3.7	-1.1%	-0.1%	-4.1%	-0.2%	13.4%	nt	-1.0%	1.3%
NC(=O)c1nsc(C(=O)N(Cc2cccnc2)C(C(=O)NC2CCCCC2)c2ccc(F)cc2)c1N (centres undefined)	0.3	11.3%	21.4	-0.6%	-0.3%	87.4%[activator]	-0.9%	16.2%	0.0%	-0.6%	-4.2%
Cn1c(=O)c(C(=O)COc2ccc(F)cc2Cl)c(N)n(Cc2ccccc2)c1=O	-1.5	?	-1.6	-3.6%	0.2%	-0.4%	-5.5%	-48.7%[inhibitor]	10.6%	?	0.8%
CCOc1cc(C2C(C(=O)c3ccc(C)o3)=C(O)C(=O)N2CCc2ccccc2)ccc1O (centres undefined)	-0.8	0.1%	-23.2	-3.0%	-0.1%	-10.0%	-4.7%	8.6%	8.0%	6.5%	6.7%
CN(C(=O)COC(=O)c1ccccc1SCC(=O)N1CCCC1)c1ccccc1	3.6	3.6%	5.8	-8.0%	-1.1%	3.9%	-6.8%	26.9%	-4.6%	-1.1%	13.8%
CC(C)C(=O)Nc1cc(S(=O)(=O)Nc2ccc(Cl)cc2)ccc1Cl	-0.9	3.6%	13.4	-1.7%	0.2%	-8.4%	-10.6%	12.6%	4.3%	15.3%	6.3%

Remaining list, next part
SMILES	Coupling enz	Tb PFK inh	Giardia kill	GALK inh	B2AR arrestin	S-ASM inh	TSG101-PTAP inh	a7 integrin act	PKM2 activator	Menin MLL FP TR	BCR signal inh
CC1(C)CC(NC(=O)c2ccc(Cl)c(S(=O)(=O)N(Cc3ccccc3)c3ccccc3)c2)CC(C)(C)N1	nt	4.0%	-6.7	nt	-0.1%	-6.1%	-0.6%	-54.3%[inhibitor]	nt	nt	-16.2%
Cc1cccc(N2CCN(C(=O)CCNS(=O)(=O)c3ccc4c(c3)oc(=O)n4C)CC2C)c1 (centres undefined)	nt	4.0%	13.1	-3.7%	0.3%	-0.3%	-4.0%	-18.8%	nt	nt	-0.7%
Nc1nonc1OCCc1ccccc1	0.5	2.6%	20.5	0.0%	0.0%	6.2%	-0.7%	15.6%	1.8%	-1.4%	-2.3%
Cc1cccc(CCN2C(N(C)C)=NC[C@@H]2CC(C)C)c1	nt	-2.4%	-7.8	nt	-0.1%	-1.4%	-2.1%	-18.6%	nt	nt	-9.7%
O=C(NC1CC1)C1=C[C@@H](c2ccccc2)C[C@@H](OCc2ccc(CO)cc2)O1	1.0	1.5%	-18.1	-1.4%	-0.4%	-1.7%	0.5%	5.5%	29.0%	nt	-8.2%
CCN(CC)S(=O)(=O)c1ccc(N2C(=O)CC2(/C=C/c2ccccc2)C(=O)NC2CCCC2)cc1 (centres undefined)	-1.0	0.9%	2.1	nt	0.3%	0.3%	-0.5%	2.8%	3.0%	0.1%	-2.5%

Source: PubChem BioAssay (National Center for Advancing Translational Sciences (NCATS))
